TCR CD3 inh: human TCR-CD3 binding inhibition. inhibition, % at 9.4 µM. TAMRA-labeled TCR probe fluorescence, biochemical. 360,000 compounds, 0.37% hits; in the data active = inhibition above about 19%;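 also: recombinant mutant TCR 2C K166C tagged with TAMRA read by polarization; 0% = receptor in buffer alone and 100% = receptor with positive control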
rCAG binder: r(CAG) repeat RNA binding. TO-PRO-1 dye displacement fluorescence. inhibition, % at 3 µM. 370,000 compounds, 1.3% hits;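 active = inhibition above the plate cutoff, the mean of all test compounds on that plate plus 3 SD, cut at about 35% in these data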;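 also: 0% = DMSO alone and 100% = 100 µM mitoxantrone as full dye displacement; higher means more dye released from RNA so lower well fluorescence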
TDP2 absorb: TDP2 (human) inhibition, absorbance primary screen; O95551; recombinant TDP2, T5PNP hydrolysis, p-nitrophenol absorbance 415 nm; inhibition, % at 12.8 µM; 370,000 compounds, 0.34% hits;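 active = inhibition above the mean of all tested compounds plus 3 SD, set per campaign, cut at about 25% in these data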;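 also: 0% = DMSO with enzyme and 100% = buffer with substrate but no TDP2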
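Evaluation: % inhibition relative to enzyme-containing and enzyme-free wells. Material: recombinant human TDP2. Benchmarks: enzyme-free and DMSO wells. Timing: enzyme reaction with compound for 2 h at 37 °C. Compound dosing: 12.8 µM only. Measured by: p-Nitrophenol epi absorbance. Reagent: T5PNP substrate at 5 mM, a TopII-DNA adduct mimic. Replication: single well per compound.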
PG9 Ab binder: binds the HIV-1 gp120 antibody PG9. TR-FRET gp120-PG9 antibody binding. inhibition, % at 6.7 µM. 360,000 compounds, 0.43% hits; in the data active = inhibition above about 8.5%
PRMT1 inh: PRMT1 (human) inhibition, primary screen. Q99873. recombinant PRMT1, activity-based probe fluorescence polarization. inhibition, % at 2.79 µM. 370,000 compounds, 1.3% hits. AID 652257;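 active = inhibition above about 21% made by adding two undisclosed values, limit read from the data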
Target sequence (Q99873 whole entry, looked up): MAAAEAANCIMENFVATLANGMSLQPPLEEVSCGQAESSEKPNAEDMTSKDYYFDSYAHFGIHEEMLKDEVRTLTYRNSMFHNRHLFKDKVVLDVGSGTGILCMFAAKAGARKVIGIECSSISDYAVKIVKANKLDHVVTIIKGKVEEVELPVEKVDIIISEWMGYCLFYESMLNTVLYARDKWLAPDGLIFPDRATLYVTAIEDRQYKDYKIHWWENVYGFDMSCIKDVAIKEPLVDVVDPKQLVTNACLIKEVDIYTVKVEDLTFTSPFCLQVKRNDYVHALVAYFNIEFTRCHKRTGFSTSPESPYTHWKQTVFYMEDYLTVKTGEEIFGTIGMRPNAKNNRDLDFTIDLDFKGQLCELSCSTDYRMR
Rev-erbA mod: modulates human Rev-erb alpha binding to DNA; P20393; Rev-erbα–FITC-DNA binding, fluorescence polarization, 90 min; AID 1259318; 370,000 compounds, 0.79% hits; activity, % at 10 µM;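 active = activity above about 14%, limit read from the data; passing the limit was not always enough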;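 also: 0% = DMSO wells with 35 nM protein and 100% = DMSO wells with 750 nM protein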
LEDGF integ inh: blocks HIV-1 LEDGF/p75-dependent DNA integration; inhibition, % at 3.7 µM; 370,000 compounds, 0.64% hits; TR-FRET IN-LEDGF/p75 DNA integration, Eu/Cy5;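 active = inhibition above the screen-wide mean plus 3 SD, cut at about 13% in these data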;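 also: signal is the Cy5 over europium emission ratio at 671 and 618 nm; 0% = plate median of compound wells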
SIAE inh: blocks human sialic acid acetylesterase; inhibition, % at 9.66 µM; 370,000 compounds, 0.69% hits; SIAE FP-Rh probe binding, fluorescence polarization; AID 1053197;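 active = inhibition above a cutoff: mean of compounds within the control limits plus 3 SD of those, cut at about 17% in these data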;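 also: 0% = plate median of compound wells and 100% = probe without SIAE protein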
Target sequence (Q9HAT2 whole entry, looked up): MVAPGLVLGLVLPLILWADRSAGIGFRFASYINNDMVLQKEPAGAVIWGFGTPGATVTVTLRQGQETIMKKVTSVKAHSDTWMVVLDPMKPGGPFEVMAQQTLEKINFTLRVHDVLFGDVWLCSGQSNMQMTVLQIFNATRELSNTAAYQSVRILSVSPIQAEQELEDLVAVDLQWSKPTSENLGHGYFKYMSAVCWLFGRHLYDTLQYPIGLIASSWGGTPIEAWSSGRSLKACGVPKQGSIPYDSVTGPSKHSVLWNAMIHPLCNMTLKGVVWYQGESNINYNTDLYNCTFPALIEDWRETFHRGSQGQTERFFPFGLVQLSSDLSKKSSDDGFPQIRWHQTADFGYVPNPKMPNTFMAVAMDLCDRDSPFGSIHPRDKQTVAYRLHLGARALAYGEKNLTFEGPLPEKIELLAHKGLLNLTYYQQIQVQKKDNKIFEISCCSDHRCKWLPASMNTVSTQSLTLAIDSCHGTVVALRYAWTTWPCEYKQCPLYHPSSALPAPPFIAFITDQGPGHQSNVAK
ABHD4 inh: inhibits mouse alpha/beta hydrolase domain 4; AID 720543; inhibition, % at 8.92 µM; 370,000 compounds, 0.54% hits; purified mABHD4, FP-Rh probe fluorescence polarization; Q8VD66;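 active = inhibition exceeding the mean over every tested compound plus 3 SD, cut at about 30% in these data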;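 also: 0% = plate median of compound wells and 100% = S159A mutant with DMSO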
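Doses – 8.92 µM, single dose · Material – wild-type mouse ABHD4 protein · Replication – single well per compound (singlicate) · Measure – percent inhibition of probe binding, normalized to plate controls · Schedule – 45 min compound pre-incubation plus 60 min probe step, 25 °C · Detection – fluorescence polarization with parallel and perpendicular emission, 525/598 nm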
HTRA1 inhibitor: HTRA1 (human) protease inhibition; 340,000 compounds, 0.5% hits; recombinant HTRA1, FP-rhodamine activity-based probe, fluorescence polarization; inhibition, % at 5.96 µM; in the data active = inhibition above about 36%;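 also: 0% = enzyme with DMSO and 100% = wells lacking enzyme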
* marks the source's active call; other numbers are inactive results; . = no result given.

Below each compound: TCR CD3 inh	rCAG binder	TDP2 absorb	PG9 Ab binder	PRMT1 inh	Rev-erbA mod	LEDGF integ inh	SIAE inh	ABHD4 inh	HTRA1 inhibitor
- O=C(CCn1c(=O)[nH]c2ccsc2c1=O)NCc1ccc(F)cc1
 : -3	0	7	1.7	3	1	1	-1	5	1
- O=C(Nc1cccc(Cl)c1Cl)c1ccccc1NC(=O)C1CC=CCC1C(=O)O (stereo not given)
 : 0	9	0	-2.0	5	4	-2	5	0	-5
- COc1cc2c(cc1OC)C(C)N(C(=O)c1cc3ccccc3o1)CC2 (stereo not given)
 : 0	-4	15	2.1	-1	2	3	4	-3	-10
- C[C@@H]1CN([C@H](C)CO)C(=O)c2cc(NS(=O)(=O)c3cn(C)cn3)ccc2O[C@H]1CN(C)C(=O)Nc1ccccc1
 : 1	4	12	-2.5	3	-3	1	3	0	3
- CC(C)c1ccc(NC(=O)C2C3C=CC4(O3)C2C(=O)N(CCCN2CCOCC2)C4C(=O)NC2CCCCC2)cc1 (stereo not given)
 : -8	-4	-10	1.8	-4	0	4	7	-7	2
- O=C(Nc1ccccc1-c1ccccc1NC(=O)c1ccco1)c1ccco1
 : 6	-2	0	-0.6	1	3	1	5	5	0
- CN(CCCN1CCOCC1)C(=O)c1cc(COc2cccc(C(F)(F)F)c2)on1
 : 0	-7	8	0.3	5	0	1	-4	4	2
- O=C(COC(=O)Cn1cnc2ccccc21)NCCCc1ccccc1
 : -5	0	-7	-3.1	-1	-1	3	2	2	0
- COc1ccc(-c2ccc(S(=O)(=O)N3CCCC3)cc2)cc1
 : 4	2	-8	-0.4	0	0	-1	-6	0	-4
- Cc1cc(C)n(CC(=O)NCCC2=CCCCC2)n1
 : 5	-4	2	0.6	-1	-3	2	3	2	0
- COc1cc(/C=C/C(=O)OCC(=O)NCc2ccc(F)cc2)ccc1O
 : 2	6	-1	-0.3	-2	-1	1	2	-3	0
- CC(=O)N1CCN(CCN=CC2=C(O)CC(c3cccs3)CC2=O)CC1 (stereo not given)
 : 4	-1	7	-0.4	-3	-2	2	1	0	0
- COc1cccc(NC(=O)Cn2c(CCC(=O)O)ccc2-c2ccc(C)cc2)c1
 : -5	20	-4	0.2	4	0	-5	-3	0	-7
- CC(Oc1cc(Cl)ccc1Cl)C(=O)N/N=C\c1ccnn1C (stereo not given)
 : 1	-6	-12	-2.5	0	-3	1	-7	-7	-2
- COc1ccc(OC)c(-c2nn(-c3ccccc3)cc2C(=O)NC2(C)CCS(=O)(=O)C2)c1 (stereo not given)
 : 5	4	0	0.2	3	-3	-2	-1	-4	-1
- COc1ccccc1N(CC(=O)NCc1ccc(F)cc1)C(=O)CCC(=O)Nc1ccccn1
 : 4	-4	-10	-1.5	0	-11	0	0	-5	0
- O=C(CSc1nnc(-c2ccccc2)o1)NC1CC1
 : -1	-1	15	-1.8	-2	-4	-5	5	4	1
- O=C(O)C1=C2C(=O)Nc3cccc(c32)C2(C1)C(=O)Nc1ccccc12 (stereo not given)
 : 0	39*	7	-2.6	17	1	5	9	33*	37*
- Cc1[nH]c2ccccc2c1/C=C(\C#N)C(=O)NCC1CCCO1 (stereo not given)
 : 4	0	-21	1.1	-3	-1	-1	-5	-3	-3
- COc1cc(C=NNC(=O)Cn2nc(C)cc2C)ccc1OC(=O)C1CC1
 : 30*	-2	5	-1.1	-75	0	-1	20*	20	25
- C=C(C)C(=O)Nc1cccc(C2=NOC3(C2)C[C@@H](C(N)=O)N(C(=O)CC(c2ccccc2)c2ccccc2)C3)c1 (stereo not given in full)
 : 0	4	2	1.2	3	-4	3	-11	6	-30
- Cn1c(COc2ccc(Cl)cc2)nc2ccccc2c1=O
 : -5	2	7	-0.2	2	7	-4	-3	5	-9
- CCC(C)(C)NC(=O)CN(C(=O)CCC(=O)Nc1cc(C)ccn1)c1ccc2c(c1)OCO2
 : -4	-4	4	0.0	2	2	-4	-5	2	-1
- CN(CCCNC(=O)c1ccc(/C=N/O)nc1)CCCN(C)Cc1ccccc1
 : -1	-4	10	1.0	-1	0	-1	1	2	6
- COc1ccc(-c2nn(Cc3ccccc3)cc2C(=O)N2CCN(c3ncccn3)CC2)cc1
 : 2	-7	-8	-1.4	-2	-5	-3	-3	0	-3
- Cc1cccc(NC(=O)C(=O)NCC2CCCN2S(=O)(=O)c2ccccc2)c1 (stereo not given)
 : -4	-2	13	1.1	0	-1	-3	-3	2	-13
- COc1ccc(CC(=O)OC(C)C(=O)NC2CCCCC2C)cc1 (stereo not given)
 : -9	-5	3	-2.1	-4	-5	1	3	-4	3
- O=C(O)C1CCN(S(=O)(=O)c2ccc(Oc3ccccc3)cc2)CC1
 : 4	8	7	-1.7	-1	1	0	4	15	1
- Cc1ccc(CONC(=O)c2ccc(OC(F)F)cc2)cc1
 : 10	-2	-9	0.6	0	4	2	1	-4	0
- CSc1nc(SCCN(C)C)c2c3c(sc2n1)COC(C)(C)C3
 : 3	-5	-10	-2.6	-8	3	0	1	2	1
- Cc1ccc(-n2ncc3c2CC(C)(C)CC3NC(=O)c2ccc[n+]([O-])c2)cc1 (stereo not given)
 : 2	-6	-9	-3.2	-4	4	6	0	2	-5
- CC1CC(C)CN(C(=O)CNS(=O)(=O)c2cccs2)C1 (stereo not given)
 : 6	0	2	0.0	-2	1	-3	2	-2	13
- Cc1ccc(S(=O)(=O)N2CCN(C(=O)COC(=O)COc3cccc(C(F)(F)F)c3)CC2)c(C)c1
 : 7	-1	-3	-1.0	-2	0	5	-3	2	-4
- COc1ccc(CCNc2cc(C)nc3c(-c4ccccc4OC)cnn23)cc1OC
 : -3	9	-1	-1.3	0	5	-1	-1	1	9
- CC1(C(=O)NCc2cccc(C(F)(F)F)c2)CCN1Cc1ccc(-c2ccccc2)o1 (stereo not given)
 : 2	2	-29	-1.2	22*	-7	5	-5	-11	.
- C[C@H](CO)N1C[C@H](C)[C@@H](CN(C)S(=O)(=O)c2ccccc2)Oc2c(NC(=O)Nc3ccccc3)cccc2C1=O
 : 7	4	-4	1.5	-8	0	3	7	-3	-8
- CC(C)c1ccc(CNC(=O)C(=O)NCC2CCCO2)cc1 (stereo not given)
 : -2	-2	-2	1.4	4	3	1	6	-6	-1
- COCc1c(N)c(C)nc(Cl)c1C#N
 : 13	0	-7	-3.1	1	-3	1	-4	0	5
- CCc1c(O)nc(SC2CC(=O)N(c3ccc(F)c(Cl)c3)C2=O)[nH]c1=O (stereo not given)
 : -3	2	0	-1.3	7	8	-2	-2	2	-9
- CCOc1ccc2c(c1)-c1c(ssc1=S)C(C)(C)N2C(=O)c1ccco1
 : -1	5	-15	-2.1	13	3	-3	9	6	1
- COc1ccc(-c2cc3c(c4c2ccn4C)C2CCC3C2)cn1 (stereo not given)
 : -7	8	-9	-0.3	32*	12	-4	-3	10	.
- CC1CCN(C(=O)CCS(=O)(=O)c2cc3c(cc2Cl)NC(=O)CO3)CC1
 : 0	1	-1	-0.7	-3	1	0	5	3	-2
- CC12C=CC(=O)C=C1CCC1C2CCC2(C)C(C(=O)CO)CCC12 (stereo not given)
 : 0	1	9	-0.9	0	-6	-2	-2	-2	2
- CN(c1cccc(NC(=O)Nc2cccc(Cl)c2)c1)S(C)(=O)=O
 : -3	6	1	2.2	-1	5	4	-11	-14	-25
- COCCSc1ccccc1C(=O)N1CCN(Cc2ccc3c(c2)OCO3)CC1
 : 2	-6	3	-0.8	3	-1	-2	-2	8	-4
- CCOC(=O)Nc1ccc(S(=O)(=O)Nn2cnnc2)cc1
 : 6	0	2	0.0	-1	-3	-1	-2	-2	2
- O=C(NC1CCCCC1)c1ccc(CNc2nc(=S)[nH]c3ccccc23)cc1
 : -2	4	-15	1.2	3	3	-6	-9	-31	-1
- O=C(NCC(c1cccs1)N1CCOCC1)c1cc(=O)[nH]c2ccccc12 (stereo not given)
 : -1	0	2	-1.7	0	-2	0	-1	4	-3
- O=C1NC(=O)/C(=C\c2ccc(Oc3cnccn3)cc2)S1
 : 5	5	1	-1.3	3	1	1	-2	5	-4
- Cc1cccc(Nc2nc(N)nc(CN3CCN(Cc4ccc5c(c4)OCO5)CC3)n2)c1
 : 6	-8	5	-1.8	-4	2	1	2	-3	-5
- Cc1cccc(OCC(O)CN2CCN(C3CCCCC3)CC2)c1 (stereo not given)
 : 5	-3	3	-0.6	-4	-3	0	5	8	5
- COc1ccccc1NCC(O)COc1ccc(C(C)(C)C)cc1 (stereo not given)
 : 11	-7	-5	-0.1	3	-4	0	16	17	5
- Cc1nc(C)c(-c2csc(Nc3ccc(Cl)cn3)n2)s1
 : -3	5	0	0.1	4	-7	-4	5	3	-11
- C[C@@H]1CN([C@@H](C)CO)S(=O)(=O)c2ccc(Br)cc2O[C@H]1CN(C)C(=O)c1ccccc1
 : -6	3	-5	-1.1	6	2	2	-2	7	-2
- COC(=O)CNC(=O)CN1C(=O)N(c2ccccc2)C(N(O)C(=O)Nc2ccccc2)C1(C)C (stereo not given)
 : -1	5	-1	3.1	2	4	-3	3	-14	0
- CN(C(=O)OC(C)(C)C)[C@H](Cc1ccccc1)C(=O)N[C@H]1CCCCNC1=O
 : 0	0	4	-0.6	4	1	1	-2	-11	1
- NC1=NS(=O)(=O)NC1c1cccc(Cl)c1 (stereo not given)
 : 4	1	2	0.1	-2	-1	-1	-5	2	10
- COc1ccc(NC(=O)c2ccc(-n3nc(C)c[n+]3[O-])cc2)cc1
 : 5	0	6	-3.6	0	6	1	-5	-4	5
- NC(=O)c1ccc(-n2nnnc2SCC(=O)Nc2ccccc2F)cc1
 : 8	6	11	-1.1	1	5	-4	-7	-2	2
- S=c1[nH]nc(-c2ccco2)n1/N=C/c1cccs1
 : 4	2	-9	0.7	0	-2	-4	4	-17	-1

More compounds follow:
Below each compound: TCR CD3 inh	rCAG binder	TDP2 absorb	PG9 Ab binder	PRMT1 inh	Rev-erbA mod	LEDGF integ inh	SIAE inh	ABHD4 inh	HTRA1 inhibitor
- COc1ccc(/C=N\NC(=O)c2nn(C)cc2Cl)cc1CN1CCOCC1
 : -1	-5	9	-2.9	-2	-1	1	-1	5	-1
- CCOC(=O)Nc1ccccc1C(=O)N1CCOCC1
 : -5	-1	7	1.1	-6	-4	2	4	3	-5
- CCOc1ccccc1-n1c(SCC(=O)N2CCOCC2)nnc1-c1ccccn1
 : 3	3	-6	-0.3	0	2	2	-2	2	3
- Cc1ccc2[nH]cc(CCNS(=O)(=O)c3ccc(F)cc3)c2c1
 : 2	1	-7	1.0	4	0	-5	2	-2	1
- CCCCCC(C)NC(=S)NC(=O)c1cc(S(=O)(=O)N2CCOCC2)ccc1C (stereo not given)
 : 2	4	-3	-1.9	0	0	2	-13	-20	-19
- COc1cc(NC(=O)CCCNC(=O)c2ccc(Cl)cc2)cc(OC)c1
 : -3	-6	-4	-2.1	-2	-6	5	-2	-2	3

Complete entries, quoted from the list. Values in the order: TCR CD3 inh, rCAG binder, TDP2 absorb, PG9 Ab binder, PRMT1 inh, Rev-erbA mod, LEDGF integ inh, SIAE inh, ABHD4 inh, HTRA1 inhibitor
Listed for CCOC(=O)Nc1ccccc1C(=O)N1CCOCC1 : -5, -1, 7, 1.1, -6, -4, 2, 4, 3, -5
Listed for Cc1ccc2[nH]cc(CCNS(=O)(=O)c3ccc(F)cc3)c2c1 : 2, 1, -7, 1.0, 4, 0, -5, 2, -2, 1

Some of the compounds tested; rates above refer to the full screens.
